Source: PubChem
NLRP3 yeast inh – inhibitors of NALP3 inflammasome in yeast | Yeast reconstituted NLRP3/ASC/caspase-1, beta-gal luminescence, 24 h | inhibition, % at 10 µM | 0.39% of 330,000 active | AID 2825;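 active = inhibition of 50% or more; inactive = inhibition below 50%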;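 note: plate controls were induced DMSO wells for no effect and uninduced yeast grown without galactose for full effect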
GRIN3A LBD mod – NR3A (human) ligand-binding domain modulation; NR3A LBD differential scanning fluorimetry, Tm shift; 0% = protein alone, 100% = glycine-bound protein; Tm shift relative to glycine control, % at 25 µM; 2.5% of 340,000 active;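 active = melting temperature shift of at least 10% of the positive control shift, at one fixed dose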
tim10-1 inh – tim10-1 yeast growth inhibition. 2.2% of 330,000 active. inhibition, % at 20 µM. S. cerevisiae tim10-1 ts strain growth, BacTiter-Glo, 24 h. AID 463190;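 active = inhibition of at least 40%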;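 note: mutant grown at 25 °C; 0% = DMSO wells with yeast and 100% = wells holding no yeast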
UPR XBP1 act – adaptive UPR (XBP1) activation; CHO-XBP1 luciferase reporter, IRE1-XBP1 UPR activation, luminescence; percent of tunicamycin response, DMSO as zero; activation, % at 20 µM; 0.33% of 330,000 active; AID 463104;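 active = versus positive control, 20 µM dose yields 30% or more activation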;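 note: 100% = tunicamycin at 10 µg/mL and 0% = DMSO only wells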
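assay system = CHO-XBP1 luciferase reporter cells | amount = 1000 cells/well | buffer or medium = F12 plus 10% FBS | compound dosing = single point, 20 µM final compound, 1% DMSO | incubation = 16-18 h cell attachment at 37 °C, then 6 h compound exposure | detection = Steady-Glo luminescence read | controls = tunicamycin 10 µg/mL and vehicle-only wells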
APJ agonist – activates the human apelin receptor APJ. CHO-K1 APJ PathHunter beta-arrestin, luminescence; 0% DMSO wells, 100% apelin. activation, % at 20 µM. 0.11% of 330,000 active;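 active = activation more than six SD over the plate average, tested at 20 µM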;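 note: 0% = DMSO alone and 100% = apelin-13 at 10 nM; some results filed as inactive read as strong as hits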
Target sequence (P35414 whole entry, looked up): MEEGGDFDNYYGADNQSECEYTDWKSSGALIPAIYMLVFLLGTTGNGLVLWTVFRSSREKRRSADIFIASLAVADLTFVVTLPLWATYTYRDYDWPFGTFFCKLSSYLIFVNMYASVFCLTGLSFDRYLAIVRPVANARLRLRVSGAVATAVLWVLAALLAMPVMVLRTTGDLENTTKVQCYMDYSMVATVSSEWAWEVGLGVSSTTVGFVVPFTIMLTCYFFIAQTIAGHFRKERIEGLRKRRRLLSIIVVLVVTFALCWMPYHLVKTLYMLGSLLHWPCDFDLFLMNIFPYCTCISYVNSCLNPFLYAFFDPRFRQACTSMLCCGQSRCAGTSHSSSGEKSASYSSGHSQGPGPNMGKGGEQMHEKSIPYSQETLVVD
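Assay system: CHO-K1 cells stably expressing ProLink-tagged human APJ and arrestin–beta-gal acceptor. Compound dosing: 20 µM single point, 1% DMSO. Times: 16-18 h seeding, 90 min dark compound exposure, 60 min detection. Detection: beta-gal luminescence. Evaluation: APJ–arrestin association signal. Controls: negative DMSO alone, positive Apelin-13 at 10 nM.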
Mdm2 MdmX PPI – inhibitors of human Mdm2/MdmX interaction | 3% of 330,000 active | inhibition, % at 8 µM | O15151+Q00987 | SaOS-2 split-luciferase Mdm2/MdmX complementation, luminescence;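 active = inhibition of at least 50% at 8 µM in the primary screen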
UPR CHOP act – activators of apoptotic arm of unfolded protein response (CHOP); 0.34% of 330,000 active; activation, % at 10 µM; AID 449763; CHO-CHOP luciferase reporter, UPR activation, luminescence; percent of tunicamycin response over DMSO baseline;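 active = at 10 µM dose, activation of 40% or more, normalized to positive control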;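 note: 100% = tunicamycin at 10 µg/mL and 0% = DMSO alone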
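System: CHO-CHOP luciferase reporter cell line | Buffer or medium: F12 medium containing 10% fetal bovine serum | Doses: One dose, 10 µM in 0.5% DMSO | Times: 6 h compound exposure at 37 °C after overnight seeding | Signal: Luciferase luminescence | Read-out: % activation vs tunicamycin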
TIM10 inh – growth inhibitors of TIM10 yeast strain. inhibition, % at 10 µM. 1.4% of 330,000 active. S. cerevisiae TIM10 strain growth, BacTiter-Glo luminescence, 24 h;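 active = inhibition of 40% or more at the single tested concentration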;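 note: wild-type TIM10 isogenic control strain grown at permissive 25 °C; 0% = DMSO yeast wells and 100% = minimal medium wells without yeast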
tim23-1 inh – tim23-1 yeast growth inhibition; S. cerevisiae tim23-1 growth, BacTiter-Glo luminescence, 24 h; inhibition, % at 20 µM; 1.3% of 330,000 active;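 active = growth inhibition of the mutant yeast at or above 50%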;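 note: temperature-sensitive mutant grown at 25 °C; plate controls were DMSO-treated mutant yeast for no effect and medium wells lacking yeast for full effect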
Starred values were filed as active, the others as inactive; · = no result given. Rows are unselected (roughly 8.2% active in at least one column).

SMILES	NLRP3 yeast inh	GRIN3A LBD mod	tim10-1 inh	UPR XBP1 act	APJ agonist	Mdm2 MdmX PPI	UPR CHOP act	TIM10 inh	tim23-1 inh
CCOC(=O)CN1C(=O)C(O)(CC(=O)c2ccc3c(c2)CCCC3)c2ccccc21 (centres undefined)	14	1	38	0	2	11	1.9	10	14
CCCCCOC(=O)CSc1nnc(-c2ccccc2)c(=O)[nH]1	5	1	27	-4	-2	-2	0.5	15	20
Cn1ncc2c(Nc3ccccc3Cl)nc(Nc3ccccc3Cl)nc21	11	-9	26	10	-5	54*	-0.2	12	42
O=C(N/N=C\C1CC=CCC1)c1ccc(Br)o1 (centres undefined)	7	0	-2	-2	9	-12	2.4	4	-4
O=C(Nc1ccccc1O)c1ccc2c(c1)C(=O)N(Cc1ccco1)C2=O	-2	1	-22	-1	4	3	0.8	-33	-19
CC(=O)N[C@@H](Cc1c[nH]c2ccccc12)C(=O)OCc1cc(C(F)(F)F)cc(C(F)(F)F)c1	25	-4	19	-6	3	19	-0.5	6	20
N#CC1CCN(C(=O)c2ccc3c(Cl)c4c(nc3c2)CCCC4)CC1	-1	2	31	2	-4	52*	1.0	14	30
COCCSc1ccccc1C(=O)N1CCC(Cc2ccccc2)CC1	4	0	24	-2	-4	18	-0.9	25	33
O=C(CSc1nnnn1C1CCCCC1)N1c2ccccc2Sc2ccccc21	9	-4	27	7	-4	20	-1.1	24	26
O=C(CCC(=O)Nc1nnc(C2CCCCC2)s1)Nc1ccccc1	10	1	-3	-2	-1	19	-0.5	-7	-8
O=c1[nH]c2ccccc2nc1NCCN1CCOCC1	7	0	-11	0	3	-11	0.6	-2	2
NS(=O)(=O)c1ccc(NC(=O)C2Cc3ccccc3C(=O)O2)cc1 (centres undefined)	-2	-1	3	2	-2	-3	0.4	1	5
O=C(c1oc2ccccc2c1N1CCCCC1)N1CCCCC1	-4	1	37	-3	-2	21	-0.5	-5	31
O=C(O)C(c1ccccc1)N1C(=O)/C(=C\c2ccc(-c3ccc(Br)cc3)o2)SC1=S (centres undefined)	1	5	30	-5	-4	9	0.4	14	34
CN1CCN(C(=O)c2ccc(CNS(=O)(=O)c3cccc(Cl)c3)cc2)CC1	14	1	-3	-3	-3	-3	0.5	7	8
CC(C)Oc1ccc(C(=O)OCC(=O)NC(=O)NC2CCCC2)cc1	27	-2	-4	-1	-4	17	-0.3	14	32
COc1ccc(Cc2nnc(NC(=O)Nc3ccc(F)cc3)s2)cc1	18	-3	14	-4	-2	28	1.0	10	11
O=C(c1ccc(F)cc1)N1CCCCC(Sc2nnnn2-c2ccccc2)C1=O (centres undefined)	11	0	37	1	0	8	1.2	5	29
CC(=O)N1CCN(c2ccc([N+](=O)[O-])c(NCC3CCCO3)c2)CC1 (centres undefined)	17	0	8	4	-4	8	-4.9	5	10
CCOC(=O)C1(Cc2ccccc2)CCCN(C(=O)C=C(C)C)C1 (centres undefined)	23	-1	10	1	-1	-47	5.3	6	22
O=C(OCc1ccc([N+](=O)[O-])cc1)C1CC(=O)N(c2ccccc2)C1 (centres undefined)	21	1	8	-4	2	20	-2.0	-4	3
COc1ccc(Cl)cc1C1=CC(=O)C[C@H](c2ccc(F)cc2)C1	12	-18	11	2	-4	-22	1.6	-12	33
O=C(Nc1c2c(nn1-c1ccccc1)CS(=O)(=O)C2)c1ccccc1C(F)(F)F	-6	-1	4	-4	9	1	2.0	-3	12
C/C(=N\NC(=O)Cn1c(C)nc2ccccc21)c1cccs1	16	-7	13	-2	2	16	0.4	9	10
Cc1cnc(NC(=O)NCC2CCCC(CNC(=O)Nc3ncc(C)s3)C2)s1 (centres undefined)	24	-5	1	2	0	26	0.1	-12	3
S=C(Nc1ccccc1Cl)N1CCCCC1	-3	-2	-6	-6	-4	14	-0.4	3	3
CC(C)C(=O)Nc1c2c(nn1-c1ccc(F)cc1)CSC2	6	1	19	1	0	34	4.8	-7	8
Cn1c(=O)[nH]c(=O)c2c1[nH]c(=S)n2Cc1ccc(Cl)cc1	14	6	-6	2	-2	-2	-0.5	7	6
O=C(CN1CCN(c2ncccn2)CC1)N1CCc2ccccc21	7	-2	22	2	0	11	1.9	-3	7
O=C(COC(=O)/C=C/c1cccc(Br)c1)NC1CCCC1	-28	5	13	-1	-4	-6	-0.8	3	16
O=C(CN1CCN(c2ccccc2)CC1)Nc1ccccc1Cl	20	0	31	1	-5	15	1.1	9	9
Cn1c(=O)c2c(ncn2CC(=O)NCc2cccnc2)n(C)c1=O	0	2	-4	6	0	25	0.3	1	-1
OCCC1CN(Cc2cnc(-c3ccccc3)s2)CCN1Cc1ccccc1 (centres undefined)	16	-2	11	3	-2	1	-2.5	-4	10
O=C(NCc1ccccn1)Nc1ccc(F)cc1	-4	2	9	-2	1	-8	0.3	-7	7
COc1ccc(/C=C2\Oc3cc(OCC(=O)N4CCC(C(=O)O)CC4)ccc3C2=O)c(OC)c1OC	8	-2	9	-2	2	3	-1.4	5	-2
Cc1csc(NC(=O)c2cc3ccccc3o2)n1	45	-3	3	-4	-2	-124	-2.3	3	17
Cc1cc(C(=O)Nc2cc(C(F)(F)F)ccc2N2CCOCC2)no1	37	1	29	-7	6	33	0.4	8	33
CCOC(=O)c1csc(NNC=O)n1	-6	5	7	0	-2	23	0.4	8	16
COC(=O)COc1coc(CN2CCN(c3cccc(Cl)c3)CC2)cc1=O	5	-2	0	-2	-2	8	-1.6	6	9
O=C(N=c1ccn(-c2nc3ccccc3nc2NS(=O)(=O)c2ccc(Cl)cc2)cc1)c1ccccc1Cl	3	·	8	-4	-3	49	-0.2	12	7
NC(=NCc1ccccc1)c1cccc([N+](=O)[O-])c1	24	-1	4	-2	-2	-1	0.9	-2	-17
COc1ccc(NC(=O)Cc2c(F)cccc2Cl)cc1	27	0	-21	1	0	-35	4.1	-1	11
Cc1ccc(CNC(=O)c2nn(C)c(C)c2[N+](=O)[O-])cc1	-3	-1	2	2	-1	-11	-1.0	-4	11
COCCCNc1ncnc2nc[nH]c12	11	-1	-8	-5	-2	7	2.9	-1	14
CC(C)=CCCC(C)CN1CCC(n2nccc2NC(=O)c2ccccc2)CC1 (centres undefined)	15	-2	7	-3	1	29	3.3	2	-3
Cc1ccc(CNc2cnccn2)s1	4	0	2	-1	-4	1	-0.4	13	1
O=C(Nc1ccc(Cl)cc1)N1CCC(c2ccccc2)C1 (centres undefined)	15	3	-18	1	-1	-186	2.6	-39	17
CC(C)NC(=O)c1c(O)c2cccc3c2n(c1=O)CCC3	14	1	18	3	-3	21	-0.2	3	3
CC1CCCCN1C(=O)c1ccc(OC2CCN(S(=O)(=O)N(C)C)CC2)cc1 (centres undefined)	19	-1	14	1	-3	-20	1.5	5	17
CCOc1cc(/C=C/C(=O)Nc2ccc(C(=O)NCCN(CC)CC)cc2)ccc1OCC(C)C	1	0	-4	0	2	94*	0.3	-5	1
CC(=O)c1cccc(NC(=O)C23CC4CC(C2)CC(n2cncn2)(C4)C3)c1	15	-2	27	-1	-2	2	-0.6	0	0
O=C(Nc1ccc(-n2cnnn2)cc1)C1CCCN1C(=O)NC1CCCCC1 (centres undefined)	-12	0	11	-1	-1	-27	-0.9	-15	-3
CS(=O)(=O)N1CCCC(C(=O)Nc2ccc(F)cc2)C1 (centres undefined)	18	0	0	0	-3	-13	0.5	0	0
CN(C)c1ncc(S(=O)(=O)c2ccccc2)c(=O)[nH]1	-2	-2	-7	-4	-4	-13	5.3	15	-5
COCC(C)n1c(SCc2nc(N)nc(Nc3ccccc3C)n2)nc2ccccc2c1=O (centres undefined)	-4	-1	26	-1	-2	10	-3.3	31	20
COC(=O)c1ccc(N2CCN(c3ccccc3)CC2)c(N)c1	13	2	80*	2	-2	-17	3.1	-5	-8
COc1ccc(C(=O)CC(=O)C(=O)Nc2cc(OC)c(OC)c(OC)c2)cc1	10	-4	-17	-3	-1	3	6.5	14	11
Cc1cccc(OCC(=O)Nc2ccc(S(=O)(=O)Nc3ccccn3)cc2)c1	-13	1	-9	-2	-1	10	-0.8	-4	-17
CCOc1nc(NC(=O)NS(=O)(=O)Oc2ccccc2Cl)nc(-c2ccccc2)n1	11	-1	19	-2	6	8	1.1	9	21
O=C1CN(C(=O)CSc2nnc(C3CC3)n2-c2ccccc2)c2ccccc2N1	0	1	15	-2	1	-10	0.4	-1	16

Entries of single compounds as entered above.
CCOc1cc(/C=C/C(=O)Nc2ccc(C(=O)NCCN(CC)CC)cc2)ccc1OCC(C)C in the list: NLRP3 yeast inh: 1; GRIN3A LBD mod: 0; tim10-1 inh: -4; UPR XBP1 act: 0; APJ agonist: 2; Mdm2 MdmX PPI: 94*; UPR CHOP act: 0.3; TIM10 inh: -5; tim23-1 inh: 1
Cc1ccc(CNC(=O)c2nn(C)c(C)c2[N+](=O)[O-])cc1 in the list: NLRP3 yeast inh: -3; GRIN3A LBD mod: -1; tim10-1 inh: 2; UPR XBP1 act: 2; APJ agonist: -1; Mdm2 MdmX PPI: -11; UPR CHOP act: -1.0; TIM10 inh: -4; tim23-1 inh: 11
COCCCNc1ncnc2nc[nH]c12 in the list: NLRP3 yeast inh: 11; GRIN3A LBD mod: -1; tim10-1 inh: -8; UPR XBP1 act: -5; APJ agonist: -2; Mdm2 MdmX PPI: 7; UPR CHOP act: 2.9; TIM10 inh: -1; tim23-1 inh: 14

The listing continues.
SMILES	NLRP3 yeast inh	GRIN3A LBD mod	tim10-1 inh	UPR XBP1 act	APJ agonist	Mdm2 MdmX PPI	UPR CHOP act	TIM10 inh	tim23-1 inh
O=C(OCc1ccccn1)c1ccc(COc2ccc3ccccc3c2)o1	16	-1	-10	-3	-2	-92	-1.8	12	15
Cc1ccc(C(=O)CSc2nnc(-c3ccccc3N)n2C)cc1C	16	-2	22	0	-1	5	1.6	-13	14
O=C(/C=C/c1ccc(S(=O)(=O)N2CCOCC2)cc1)N1CCCCC1	3	-1	2	3	5	27	1.1	1	4
O=c1[nH]c2c(s1)C(c1cccnc1)C1C3CCC(C3)C1S2 (centres undefined)	18	0	10	6	4	-18	2.1	4	15
O=C(CCC(=O)N1CCCCCC1)Nc1ccc([N+](=O)[O-])cc1	-3	1	4	-3	-6	13	-1.0	-3	-3
COCc1cc(CN2CCCC(C(=O)Nc3ccc(-c4ccco4)cc3)C2)ccc1OC (centres undefined)	19	-1	15	-1	5	16	1.0	16	14
Cc1oc2c(c1C(=O)Nc1cccc3ccccc13)CCCC2	16	0	28	-1	-2	7	2.0	11	38
C=CCn1c(O)c(N=NC(=S)Nc2ccccc2F)c2cc(S(=O)(=O)N3CCOCC3)ccc21	33	-4	20	-1	2	64*	88*	13	-3
Cc1ccc(S(=O)(=O)N(C)C)cc1NC(=O)COC(=O)CNC(=O)C12CC3CC(CC(C3)C1)C2	9	4	-4	5	-6	18	-0.2	11	5
CCOc1ccc(-c2nnc(SCC(=O)N3CCCC3)o2)cc1	-3	2	-1	1	-1	-8	5.5	-15	15
O=C(N/N=C/c1cccc2ccccc12)c1ccc(CN2CCOCC2)cc1	22	0	-3	0	-2	10	2.7	9	14
NNC(=S)NCc1cccnc1	7	-3	10	1	4	-4	0.5	-9	14
